Screening results (PubChem BioAssay)
EZH2 inh – blocks human EZH2/PRC2 H3K27 methylation. DELFIA TRF, 1 h. inhibition, % at 12.5 µM. actives 0.35% (n = 57,000). AID 651548;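 active means mean inhibition of replicates at least 50% and every single replicate also reaching 50%; inconclusive means mean inhibition at least 50% but some replicate falls below 50%; inactive means mean inhibition under 50%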;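 further: dimethyl H3K27 on biotinylated H3 21-44 peptide detected by antibody; plate controls were median neutral control wells for no effect and median positive control wells for full effect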
Target sequence (Q15910 whole entry, looked up): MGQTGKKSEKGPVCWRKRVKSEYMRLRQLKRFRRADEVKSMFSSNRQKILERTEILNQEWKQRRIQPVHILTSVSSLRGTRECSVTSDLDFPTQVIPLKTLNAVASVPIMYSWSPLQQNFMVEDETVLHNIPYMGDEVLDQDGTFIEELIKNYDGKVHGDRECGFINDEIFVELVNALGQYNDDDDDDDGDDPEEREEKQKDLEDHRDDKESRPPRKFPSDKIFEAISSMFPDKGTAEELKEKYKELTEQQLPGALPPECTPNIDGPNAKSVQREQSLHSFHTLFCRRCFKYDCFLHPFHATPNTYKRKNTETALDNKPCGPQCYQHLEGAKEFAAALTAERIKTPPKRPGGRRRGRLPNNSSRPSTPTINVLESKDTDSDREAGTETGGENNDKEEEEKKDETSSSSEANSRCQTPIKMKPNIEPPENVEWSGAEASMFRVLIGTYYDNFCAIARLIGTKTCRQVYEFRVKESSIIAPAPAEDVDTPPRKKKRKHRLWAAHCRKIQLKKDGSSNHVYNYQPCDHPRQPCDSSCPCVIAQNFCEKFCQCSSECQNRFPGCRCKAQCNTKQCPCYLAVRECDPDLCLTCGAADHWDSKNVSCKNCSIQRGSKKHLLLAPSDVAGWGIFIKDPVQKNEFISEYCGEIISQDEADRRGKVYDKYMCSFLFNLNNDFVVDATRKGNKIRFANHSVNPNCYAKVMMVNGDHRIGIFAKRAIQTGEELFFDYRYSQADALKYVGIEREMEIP
IDH1 R132H inh – inhibitors of human IDH1 R132H; IDH1 R132H reductase, diaphorase/resazurin fluorescence, 60 min; inhibition, % at 10 µM; actives 0.18% (n = 70,000); O75874; in the data active means inhibition above about 34%; inconclusive means no clear call, values can overlap the other calls; inactive means below about 11%;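 further: 0% = DMSO and 100% = no enzyme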
The depositor's hits bear a star; ? = inconclusive; . = no result given. Not all compounds are listed (hit frequency here may not be typical).

Below each SMILES: EZH2 inh	IDH1 R132H inh
C[C@@H]1CN([C@H](C)CO)C(=O)c2cccc(NC(=O)Nc3cccc4ccccc34)c2O[C@H]1CN(C)S(C)(=O)=O
→ -4	-6.0
Clc1cccc(Cl)c1Cn1cnc2c(Oc3cccnc3)ncnc21
→ 7	2.0
C[C@H]1CN([C@@H](C)CO)C(=O)c2cc(NC(=O)Cc3cn(C)c4ccccc34)ccc2O[C@H]1CN(C)Cc1ccncc1
→ -3	-2.0
C[C@H]1CN([C@@H](C)CO)C(=O)Cc2cc(NS(=O)(=O)c3ccc(Cl)cc3)ccc2O[C@@H]1CN(C)S(=O)(=O)c1ccccc1
→ .	2.1
C[C@@H]1CN([C@@H](C)CO)C(=O)c2cc(NC(=O)CCN3CCOCC3)ccc2O[C@@H]1CN(C)C(=O)Nc1cccc2ccccc12
→ 19	1.5
O=C(CSc1nc2ccccc2s1)c1cc2ccccc2oc1=O
→ 22	0.2
CC(=O)c1c(C)nn(CC(O)COc2ccc(C(=O)c3ccc(Cl)cc3)cc2)c1C (stereo not given)
→ 15	0.0
C[C@@H]1CCCCO[C@H](CN(C)C(=O)CCC(F)(F)F)[C@H](C)CN([C@@H](C)CO)C(=O)c2cc(NS(C)(=O)=O)ccc2O1
→ -9	0.8
C[C@H](CO)N1C[C@H](C)[C@H](CN(C)S(=O)(=O)c2ccccc2)Oc2c(NC(=O)Nc3ccccc3)cccc2C1=O
→ -3	.
C[C@@H]1CN([C@@H](C)CO)C(=O)c2cc(NC(=O)Cn3cnnn3)ccc2O[C@@H]1CN(C)C(=O)Nc1ccc(C(F)(F)F)cc1
→ .	0.6
COc1ccc(CN(C)C[C@@H]2OCCCC[C@@H](C)Oc3ccc(NS(=O)(=O)c4ccc(OC)cc4)cc3C(=O)N([C@@H](C)CO)C[C@H]2C)cc1
→ .	-1.4
C[C@H]1CN([C@@H](C)CO)C(=O)CCCn2nncc2CO[C@@H]1CN(C)C(=O)Nc1ccccc1F
→ .	-0.9
CC(C)NC(=O)N(C)C[C@H]1OCCCC[C@@H](C)Oc2ccc(N(C)C)cc2C(=O)N([C@H](C)CO)C[C@@H]1C
→ -4	1.7
C[C@@H]1CN([C@H](C)CO)C(=O)c2cccc(NC(=O)NC3CCCCC3)c2O[C@@H]1CN(C)C(=O)Nc1ccccc1
→ .	0.9
COc1cc(OC)c(C2=NOC(C(=O)NCc3cccnc3)C2)cc1Cl (stereo not given)
→ 5	0.1
CO[C@H]1CN(C)C(=O)c2cc(NS(=O)(=O)c3cccc(C)c3)ccc2OC[C@H](C)NC[C@H]1C
→ 1	-0.1
Cc1noc(C)c1NC(=O)N(C)C[C@@H]1Oc2ccc(NC(=O)C3CC3)cc2C(=O)N([C@@H](C)CO)C[C@H]1C
→ 2	-0.3
CO[C@@H]1CN(C)C(=O)c2cc(NC(=O)c3cnccn3)ccc2OC[C@@H](C)NC[C@H]1C
→ -1	-0.2
COc1cc(NC(=O)COc2ccc3ccccc3c2Br)c(OC)cc1Cl
→ -12	0.2
CCCNC(=O)Nc1ccc2c(c1)OC[C@H](C)N(C(=O)C1CCC1)C[C@H](C)[C@@H](OC)CN(C)C2=O
→ -10	-0.1

Below each SMILES: EZH2 inh	IDH1 R132H inh
Cc1ccc2cccc(OCc3ccc(Br)cc3)c2n1
→ -178	0.1
CO[C@H]1CN(C)C(=O)c2ccc(NC(C)=O)cc2OC[C@H](C)N(Cc2ccncc2)C[C@@H]1C
→ 11	0.1
COc1ccc(CN(C)C[C@H]2OCCCC[C@H](C)Oc3ccc(NC(=O)NC(C)C)cc3C(=O)N([C@@H](C)CO)C[C@H]2C)cc1
→ -1	-0.9
COc1ccc(NC(=O)CSc2ncnc3scc(-c4ccccc4)c23)c([N+](=O)[O-])c1
→ 0	-0.1
C[C@H]1CN([C@@H](C)CO)C(=O)c2cccc(NC(=O)C3CCOCC3)c2O[C@@H]1CN(C)CC1CCCCC1
→ -1	10
C[C@@H]1CN([C@H](C)CO)C(=O)c2cc(NC(=O)CCC(F)(F)F)ccc2O[C@@H]1CN(C)S(=O)(=O)c1ccc(Cl)cc1
→ -9	2.9
O=S(=O)(c1cccc2cnccc12)N1CCNCC1
→ 5	-2.0
Cc1cc(Br)ccc1NC(=O)CSc1nnc(N)s1
→ 10	-0.5
Cc1cc(C(=O)Nc2cccc3c2O[C@H](CN(C)Cc2ccncc2)[C@H](C)CN([C@@H](C)CO)C3=O)n(C)n1
→ -7	.
CO[C@@H]1CN(C)C(=O)c2ccc(NC(C)=O)cc2OC[C@H](C)N(C(=O)C2CC2)C[C@H]1C
→ 0	0.2
CCC(=O)N(C)C[C@@H]1Oc2cc(C#CCN(C)C)ccc2S(=O)(=O)N([C@H](C)CO)C[C@H]1C
→ 9	0.0
Cc1noc(C)c1NC(=O)N(C)C[C@@H]1Oc2c(NC(=O)c3nc4ccccc4s3)cccc2C(=O)N([C@@H](C)CO)C[C@H]1C
→ .	0.5
C[C@H]1CN([C@@H](C)CO)C(=O)Cc2cc(NC(=O)NC3CCCCC3)ccc2O[C@@H]1CN(C)Cc1ccc(C(=O)Nc2ccccc2N)cc1
→ -8	-0.1
NCCCc1nc2cc3ccccc3cc2[nH]1
→ 0	1.7
CN(C)Cc1cn(CC[C@H]2CC[C@H](NC(=O)Cc3cccnc3)[C@@H](CO)O2)nn1
→ 10	0.2
COc1ccc(S(=O)(=O)N(C)C[C@@H]2OCCCC[C@H](C)Oc3ccc(NC(=O)Cc4ccccc4)cc3C(=O)N([C@@H](C)CO)C[C@@H]2C)cc1
→ .	0.3
c1ccc(-c2nnc(SCc3nc4ccccc4s3)n2-c2ccccc2)cc1
→ 10	0.1
C[C@H]1CN([C@@H](C)CO)C(=O)Cc2cc(NC(=O)Cc3ccccc3)ccc2O[C@@H]1CN(C)C
→ -26	-3.2
COCC(=O)N(C)C[C@H]1Oc2cc(C#CC(C)C)ccc2S(=O)(=O)N([C@H](C)CO)C[C@H]1C
→ .	0.0
O=C(N[C@@H]1CC[C@H](CCNC(=O)C2CCC2)O[C@H]1CO)c1ccccn1
→ 4	-0.1

Below each SMILES: EZH2 inh	IDH1 R132H inh
C[C@@H]1CN([C@H](C)CO)S(=O)(=O)c2ccc(-c3cncnc3)cc2O[C@@H]1CN(C)Cc1cccnc1
→ 4	1.4
CC(CCc1ccccc1)NCC(O)c1ccc(O)c(C(N)=O)c1 (stereo not given)
→ .	-0.3
O=C(NCC[C@@H]1CC[C@@H](NC(=O)C2CCCC2)[C@H](CO)O1)c1ccc(F)cc1
→ -7	-0.2
NCC[C@H]1CC[C@@H](NC(=O)Nc2ccc(F)cc2)[C@@H](CO)O1
→ 3	0.4
CCc1ccc(NC(=O)CSc2nc3ccccc3[nH]2)cc1
→ 21	0.0
CC(=O)N(C)C[C@H]1Oc2cc(C#CC(C)(C)O)ccc2S(=O)(=O)N([C@@H](C)CO)C[C@H]1C
→ 12	-2.3
C[C@@H]1CN([C@@H](C)CO)C(=O)c2cccc(NC(=O)CCCCCC(=O)Nc3ccccc3N)c2O[C@H]1CN(C)C(=O)Nc1ccc(F)cc1
→ -11	.
COCC(=O)N(C)C[C@@H]1Oc2cc(C#CCC3CCCC3)ccc2S(=O)(=O)N([C@H](C)CO)C[C@H]1C
→ 7	3.9
CC(=O)N(C)C[C@H]1Oc2cc(C3=CCCCC3)ccc2S(=O)(=O)N([C@H](C)CO)C[C@@H]1C
→ 15	.
c1ccc2c(c1)OCC(c1nnc3sc(-c4cnccn4)nn13)O2 (stereo not given)
→ -1	-0.4
CC(C)NC(=O)Nc1ccc2c(c1)C(=O)N([C@H](C)CO)C[C@@H](C)[C@H](CN(C)C(=O)Cc1ccccc1)OCCCC[C@@H](C)O2
→ -57	-0.7
C[C@H](CO)N1C[C@H](C)[C@H](CN(C)C(=O)NC2CCCCC2)Oc2ccc(NC(=O)C3CCCCC3)cc2CC1=O
→ -1	.
CO[C@@H]1CN(C)C(=O)c2cc(NC(=O)c3cnccn3)ccc2OC[C@@H](C)N(C(=O)C2CC2)C[C@@H]1C
→ 4	0.0
C[C@@H]1CN([C@@H](C)CO)C(=O)Cc2cc(NS(=O)(=O)c3ccc(Cl)cc3)ccc2O[C@@H]1CN(C)S(=O)(=O)c1ccccc1
→ .	-1.1
CO[C@H]1CN(C)C(=O)c2cc(NC(=O)C3CCCCC3)ccc2OC[C@H](C)N(C(=O)c2ccccc2)C[C@@H]1C
→ 7	0.3
CCC(=O)N(C)C[C@H]1Oc2cc(-c3ccccc3OC)ccc2S(=O)(=O)N([C@@H](C)CO)C[C@@H]1C
→ -3	0.1
O=C(C[C@@H]1C=C[C@H](NC(=O)c2ccccc2)[C@@H](CO)O1)NCc1ccncn1
→ 3	0.4
COc1ccc([Si](C)(C)[C@H]2[C@H](CCO)O[C@@]3(C(=O)N(Cc4ccc(N5CCCCC5=O)cc4)c4ccccc43)[C@@H]2C)cc1
→ 9	.
C[C@@H]1CN([C@H](C)CO)S(=O)(=O)c2ccc(-c3cncnc3)cc2O[C@@H]1CN(C)C(=O)Cc1cccnc1
→ .	0.0
O=C(Cc1ccncc1)NCC[C@H]1CC[C@@H](NC(=O)C2CCOCC2)[C@H](CO)O1
→ 6	-0.1

Copied from the list.
`C[C@@H]1CN([C@@H](C)CO)C(=O)Cc2cc(NS(=O)(=O)c3ccc(Cl)cc3)ccc2O[C@@H]1CN(C)S(=O)(=O)c1ccccc1` in IDH1 R132H inh reads -1.1
`O=C(Cc1ccncc1)NCC[C@H]1CC[C@@H](NC(=O)C2CCOCC2)[C@H](CO)O1` in EZH2 inh reads 6

(cont.)
Below each SMILES: EZH2 inh	IDH1 R132H inh
Cc1ccc(S(=O)(=O)N(C)C[C@H]2OCCCC[C@@H](C)Oc3ccc(NC(=O)CCCN(C)C)cc3C(=O)N([C@@H](C)CO)C[C@@H]2C)cc1
→ .	-4.1
O=C1O[C@@H](c2ccccc2)[C@@H](c2ccccc2)N2[C@@H](c3ccc(OCCO)cc3)[C@]3(C(=O)Nc4ccc(C#CC5=CCCCC5)cc43)[C@@H](C(=O)N3CCCCCCC3)[C@H]12
→ -28	.
O=C(C[C@@H]1C=C[C@@H](NC(=O)c2ccncc2)[C@H](CO)O1)NCCc1ccncc1
→ -3	-0.2
Cc1ccc(S(=O)(=O)N(C)C[C@H]2Oc3ccc(NC(=O)CCCCCC(=O)Nc4ccccc4N)cc3CC(=O)N([C@@H](C)CO)C[C@H]2C)cc1
→ -44	.
O=C(c1ccccc1)N1Cc2ccccc2C[C@]2(N=C(c3ccc(OCCCO)cc3)O[C@@H]2c2ccccc2)C1=O
→ 7	0.0
COc1ccc(NC(=O)N(C)C[C@@H]2Oc3ccc(NC(=O)Nc4ccc5c(c4)OCO5)cc3CC(=O)N([C@H](C)CO)C[C@@H]2C)cc1
→ .	-12
O=c1[nH]c(SCc2n[nH]c(=S)n2-c2ccccc2)nc2sc3c(c12)CCC3
→ -3	0.8
CCC(=O)Nc1ccc2c(c1)C(=O)N(C)C[C@H](OC)[C@@H](C)CN(C(=O)Cc1ccccn1)[C@@H](C)CO2
→ 8	0.4
CC(C)NC(=O)N(C)C[C@H]1Oc2ccc(NC(=O)CCC(F)(F)F)cc2CC(=O)N([C@H](C)CO)C[C@H]1C
→ .	-0.4
COc1ccccc1-c1cn(CC[C@@H]2CC[C@@H](NC(=O)c3ccccc3F)[C@@H](CO)O2)nn1
→ 12	-0.4
CC1(C)CC[C@]2(C(=O)O[C@@H]3O[C@H](CO)[C@@H](O)[C@H](O)[C@H]3O)CC[C@]3(C)C(=CCC4[C@@]5(C)C[C@@H](O)[C@H](O)C(C)(C)C5CC[C@]43C)C2[C@@H]1O (stereo not given in full)
→ 68*	-0.5
Cc1noc(C)c1NC(=O)N[C@@H]1CC[C@H](CC(=O)Nc2ccc(-c3ccccc3)cc2)O[C@H]1CO
→ -6	-0.6
O=C(/C=C/c1ccc(OCCCCc2ccccc2)cc1)NO
→ -21	0.4
CCCCC[C@H](O)/C=C/C1=C(C/C=C\CCCC(=O)O)C(=O)CC1
→ 13	-0.7
C[C@H](CO)N1C[C@H](C)[C@@H](CN(C)S(=O)(=O)c2ccccc2)Oc2c(NC(=O)Nc3ccc4c(c3)OCO4)cccc2C1=O
→ .	1.2
O=C(c1ccco1)N1CCN(C(=O)c2cccc3c2C(=O)N(C2CCCCC2)C3)CC1
→ ?	0.7
C[C@@H]1CN([C@@H](C)CO)C(=O)c2cc(NC(=O)CCC(F)(F)F)ccc2O[C@@H](C)CCCCO[C@H]1CN(C)C(=O)Cc1ccccc1
→ .	1.6
COCC(=O)Nc1ccc2c(c1)[C@@H]1C[C@@H](CC(=O)NCc3ccc4c(c3)OCO4)O[C@@H](CO)[C@@H]1O2
→ 1	-1.9
C[C@H]1CCC[C@@H](O)CC(=O)c2c(O)cc(O)cc2CC(=O)O1
→ .	0.5
O=C(NCc1ccccc1)c1ccc(Br)cc1[N+](=O)[O-]
→ 7	.

Below each SMILES: EZH2 inh	IDH1 R132H inh
C[C@@H]1CN([C@@H](C)CO)C(=O)c2cccc(NC(=O)Nc3ccc(F)cc3)c2O[C@H]1CN(C)S(=O)(=O)c1cn(C)cn1
→ .	-3.5
C[C@@H]1CN([C@H](C)CO)C(=O)c2cc(NC(=O)CCCN(C)C)ccc2O[C@H]1CN(C)S(=O)(=O)c1ccccc1
→ 12	.
C[C@@H]1CN([C@@H](C)CO)C(=O)c2c(c3ccccc3n2C)-c2ccccc2CO[C@H]1CN(C)Cc1cccc(C(=O)O)c1
→ 5	.
CCCC#Cc1ccc2c(c1)O[C@H](CN(C)C(=O)c1ccccc1)[C@H](C)CN([C@@H](C)CO)S2(=O)=O
→ -4	-1.6
C[C@H]1CCCCO[C@H](CN(C)C(=O)Nc2ccccc2)[C@@H](C)CN([C@@H](C)CO)C(=O)c2cc(NS(=O)(=O)c3cn(C)cn3)ccc2O1
→ .	4.0
COc1ccc(CN2C(=O)C(O)(CC(=O)c3ccc4c(c3)CCCC4)c3ccccc32)cc1OC (stereo not given)
→ 15	0.0
